FAK blocker – blocks human focal adhesion kinase activity. Q05397. biochemical FAK kinase activity assay. inhibition, %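 (tested at 7 µM)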. 0.84% of 97,000 active. AID 727; in the data active = inhibition above about 19%;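 also: 0% = DMSO and 100% = reference compound high control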
PTPN22 act – LYP (human) phosphatase activation. Q9Y2R2. recombinant LYP, DiFMUP fluorescence; 0 = plate median, 100 = signal doubled. activation, % at 2 µM. 0.11% of 96,000 active. AID 697;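 active = activation at 2 µM above a set limit, the mean plus 5 SD, cut at about 37% in these data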
Target sequence (Q9Y2R2 whole entry, looked up): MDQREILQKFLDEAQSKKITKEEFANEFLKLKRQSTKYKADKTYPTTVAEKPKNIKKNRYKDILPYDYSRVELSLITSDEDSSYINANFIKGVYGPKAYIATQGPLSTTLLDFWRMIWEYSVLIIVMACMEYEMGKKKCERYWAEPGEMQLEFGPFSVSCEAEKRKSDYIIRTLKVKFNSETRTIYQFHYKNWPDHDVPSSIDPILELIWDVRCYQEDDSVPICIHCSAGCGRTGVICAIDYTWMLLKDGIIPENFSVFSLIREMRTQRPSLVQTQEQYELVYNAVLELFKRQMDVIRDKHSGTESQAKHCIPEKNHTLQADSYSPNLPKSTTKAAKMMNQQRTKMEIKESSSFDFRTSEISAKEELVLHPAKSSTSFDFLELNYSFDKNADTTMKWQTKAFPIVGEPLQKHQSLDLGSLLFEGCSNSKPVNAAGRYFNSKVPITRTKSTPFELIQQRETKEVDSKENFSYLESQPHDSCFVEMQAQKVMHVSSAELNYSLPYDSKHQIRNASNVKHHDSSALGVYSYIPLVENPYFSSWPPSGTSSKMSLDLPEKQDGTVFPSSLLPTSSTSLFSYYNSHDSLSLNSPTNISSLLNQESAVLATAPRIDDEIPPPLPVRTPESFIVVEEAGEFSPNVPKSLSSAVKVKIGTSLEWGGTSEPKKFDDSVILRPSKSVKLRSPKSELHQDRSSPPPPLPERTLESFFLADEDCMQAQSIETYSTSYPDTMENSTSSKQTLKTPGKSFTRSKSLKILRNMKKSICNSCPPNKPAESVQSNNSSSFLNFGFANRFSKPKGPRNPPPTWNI
ERa SRC1 inh – ER-alpha (human) coactivator binding inhibition | P03372 | TR-FRET ER-alpha LBD / SRC-1 peptide, estradiol-bound | inhibition, % at 25.6 µM | 1.7% of 86,000 active | AID 629; in the data active = inhibition above about 50%;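 also: 0% = receptor plus peptide control and 100% = peptide only without receptor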
TNFa cytotox – HUVEC cytotoxicity counter-screen, TNF alpha stimulated | HUVEC TNFalpha-stimulated, Hoechst cell count, imaging | cell count reduction, % at 2 µM | 0.17% of 93,000 active;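 active = cell count reduction exceeding the screen mean by over 5 SD, scaled to untreated wells per plate, cut at about 78% in these data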;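 also: cells counted after 24 h of TNF alpha exposure following the 1 h pretreatment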
LYP inh 2 – LYP (human) phosphatase inhibition | Q9Y2R2 | recombinant LYP catalytic domain, DiFMUP fluorescence | inhibition, % at 2 µM | 0.21% of 96,000 active | AID 640;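 active = inhibition at 2 µM at or above a set limit, the screen mean plus 3 SD, cut at about 24% in these data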;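 also: 0% = DMSO with enzyme and 100% = enzyme fully blocked by orthovanadate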
PTK2B oligo ant – Pyk2 (human) oligomerization antagonism; Q14289; Q293 cells, Pyk2 FERM NanoBiT luminescence; stronger effect = lower value; z-score (the deposit names both 25 µM and 10 µM); 0.83% of 99,000 active;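 active = Z-score of -3 or lower, scaled per plate to the spread of control and sample wells; inactive = z-score above -3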;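 also: negative z-score means lost luminescence so less FERM oligomerization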
HUVEC tox IL1B – HUVEC cytotoxicity counter-screen, IL-1B stimulated; HUVEC cell count loss, Hoechst imaging; cell count reduction, % at 2 µM; 0.41% of 94,000 active; AID 845;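 active = cell count reduction more than 3 SD above the screen-wide mean, cut at about 70% in these data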;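 also: normalized per plate to untreated control cells as the no-loss baseline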
F-actin modifier – alters cytoskeleton assembly in HUVEC cells; HUVEC TNFa F-actin phalloidin imaging, high content; inhibition, % at 2 µM; 0.18% of 91,000 active; AID 836;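 active = inhibition above the batch mean plus 3 SD and confirmed as a hit by visual image inspection, cut at about 30% in these data, passing the limit was not always enough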; also: strong numbers were not always called active
VCAM1 TNFa inh – reduces TNF alpha induced VCAM1 expression in HUVEC | HUVEC TNFa-induced VCAM-1 immunofluorescence, high-content imaging | inhibition, % at 2 µM | 0.48% of 95,000 active | AID 802;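 active = inhibition above the batch mean plus 3 SD, with images confirmed as a hit by eye, cut at about 37% in these data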;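 also: 0% = TNF-stimulated DMSO wells and 100% = unstimulated control wells; not every result past the cut was called active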
Numbers without * were called inactive; / = no result given; [ ] = remark or other dose.

structure	FAK blocker	PTPN22 act	ERa SRC1 inh	TNFa cytotox	LYP inh 2	PTK2B oligo ant	HUVEC tox IL1B	F-actin modifier	VCAM1 TNFa inh
O=C(NC(NC(=S)Nc1ccc(Cl)cc1Cl)C(Cl)(Cl)Cl)c1cccc([N+](=O)[O-])c1 (configuration not stated)	3.0	2.6	/	29.4	1.4	0.76	-32.6	6.1	-25.5
CC(C)n1c(CN2CCN(C)CC2)nc2c1c(=O)n(C)c(=O)n2C	-8.7	7.5	-6.9	-32.7	-10.8	0.1	5.9	11.0	0.2
O=C(Cn1cnc2ccccc2c1=O)N1CCOCC1	2.6	-1.9	-5.7	6.5	5.6	0.89	-12.5	-31.9	-10.2
Cc1nnc(NC(=O)CSc2nnc(Cc3cccn3C)n2CCc2ccccc2)s1	-1.4	-10.2	2.7	-16.7	7.1	0.31	/	-3.0	8.2
O=C(c1ccccc1)c1c[nH]c(C(=O)NCc2cccnc2)c1	4.5	-6.6	/	-4.6	10.4	0.18	6.3	-12.3	-8.1
O=C1C2C3C=CC(C3)C2C(=O)N1c1cccc2cccnc12 (configuration not stated)	0.5	1.3	39.8	-15.0	-3.3	0.29	-30.8	14.0	18.4
CCOC(=O)C1CCN(Cc2ccc(F)cc2F)CC1	1.9	5.3	-7.5	-25.9	-4.6	-0.24	-19.1	-7.5	16.7
Nc1[nH]nc2nc(N3CCOCC3)nc(-c3ccccc3)c12	23.5*	-8.7	-26.0	-14.8	8.9	-0.67	5.6	23.3	0.5
CCN1CCN(C(c2cc(OC)c(OC)c(OC)c2)c2nnnn2C(C)C)CC1 (configuration not stated)	-8.5	0.0	4.0	-15.5	-1.7	0.57	1.7	9.3	3.4
O=C(Nc1cccnc1)c1ccc(COc2cc(Cl)ccc2Cl)o1	2.4	3.2	27.0	1.5	-1.0	1.48	-34.3	2.7	13.9

Compound profiles (already shown):
O=C(Nc1cccnc1)c1ccc(COc2cc(Cl)ccc2Cl)o1 across the screens: FAK blocker = 2.4; PTPN22 act = 3.2; ERa SRC1 inh = 27.0; TNFa cytotox = 1.5; LYP inh 2 = -1.0; PTK2B oligo ant = 1.48; HUVEC tox IL1B = -34.3; F-actin modifier = 2.7; VCAM1 TNFa inh = 13.9
CCOC(=O)C1CCN(Cc2ccc(F)cc2F)CC1 across the screens: FAK blocker = 1.9; PTPN22 act = 5.3; ERa SRC1 inh = -7.5; TNFa cytotox = -25.9; LYP inh 2 = -4.6; PTK2B oligo ant = -0.24; HUVEC tox IL1B = -19.1; F-actin modifier = -7.5; VCAM1 TNFa inh = 16.7

More entries follow.
structure	FAK blocker	PTPN22 act	ERa SRC1 inh	TNFa cytotox	LYP inh 2	PTK2B oligo ant	HUVEC tox IL1B	F-actin modifier	VCAM1 TNFa inh
CCCc1nc2scc(-c3ccccc3)c2c(=O)n1N	2.2	-11.3	/	8.7	7.5	-0.09	-20.0	-3.9	14.5
Cn1c(CO)nc2cc(N)ccc21	0.5	21.4	/	-7.5	-24.8	-0.59	-6.6	0.2	-8.9
COc1ccc(N=c2oc3cc(O)ccc3cc2C(=O)NCC2CCCO2)c(OC)c1 (configuration not stated)	11.2	4.4	11.3	-4.8	-7.0	-2.6	-0.5	-22.5	-9.4
CCCCCCn1c(SCC(C)C)nc2c1c(=O)[nH]c(=O)n2C	2.1	-0.9	-2.8[fluorescence artefact?]	4.7	-0.3	-1.35	-11.1	61.6	-5.5
COc1ccc(CCNS(=O)(=O)c2cn(C)c(=O)n(C)c2=O)cc1	-5.8	-1.3	-8.3	-23.1	-2.0	/	2.5	6.5	8.1
NC(=O)CCn1nc(-c2ccc(Cl)cc2)c2ccccc2c1=O	-1.1	-11.7	-8.8	-13.2	11.3	0.99	-1.0	16.9	-1.1
CN(C)c1ccc(/C=c2\sc3n(c2=O)CCCN=3)cc1	7.7	19.0	-46.7[fluorescence artefact?]	-6.6	-20.7	-1.29	17.3	12.4	-5.2
COc1cc2c(cc1OC)C(c1cccs1)NCC2 (configuration not stated)	1.8	1.1	-2.4	-9.2	-4.5	-0.04	7.1	-26.9	4.0
CCS(=O)(=O)c1ccc(C(=O)Nc2cccc(Cl)c2)c(Cl)c1Cl	-2.9	-9.7	/	-23.1	11.8	-0.31	4.3	6.6	-0.1
COc1ccc(C2C(C(C)=O)=C(O)C(=O)N2c2ccc(Br)cn2)cc1 (configuration not stated)	-2.6	5.9	/	15.7	-2.1	-0.92	-2.9	-8.6	-3.1
COc1ccccc1COCC(O)CNCC1(N2CCCCC2)CCCCC1 (configuration not stated)	-4.6	-9.5	/	1.7	7.7	1.19	10.8	-20.0	-0.9
O=C(CCC1CCCCC1)NCc1ccncc1	0.8	-7.4	4.0[fluorescence artefact?]	-9.3	3.2	0.72	0.5	22.1	14.7
Cc1nn(Cc2ccc(Cl)cc2)c(C)c1NC(=O)c1cc(-c2ccco2)on1	2.3	-2.9	4.7	-6.9	0.5	-0.12	9.4	-12.5	10.6
C=CCN1C(=O)/C(=C\c2ccc(Cl)cc2)N=C1SCC(=O)NC1CCCCC1	1.3	-3.1	/	3.9	1.7	-0.77	0.3	-3.3	-2.7
CC(C)(C)c1cc(S(=O)(=O)CCc2ccccn2)cc(C(C)(C)C)c1F	-0.3	-14.8	-1.2	6.7	14.7	-1.38	11.8	-2.3	1.4
CC1=C(C)/C(=N\OS(=O)(=O)c2ccccc2)C=CC1=O	-1.6	-6.7	7.7	-11.2	7.7	1.28	-19.4	/	14.3
CCc1ccc(C2CC(=O)N3CN(c4ccccc4)CSC3=C2C#N)cc1 (configuration not stated)	-2.1	-2.9	-5.8	0.0	-0.1	/	1.4	-16.5	15.7
COC(=O)/C(=C/Nc1ccccc1)[N+](=O)[O-]	-1.1	-1.7	6.8	0.9	-1.1	0.09	-31.9	-10.4	-14.9
CN(C)S(=O)(=O)c1cccc(C(=O)C2=C3SC=C(c4ccccc4)N3CC2)c1	-0.1	-9.1	-7.0	/	10.6	1.56	2.0	12.1	-26.0
CC(=O)C1C(c2ccncc2)NC(=O)NC1(O)C(F)(F)F (configuration not stated)	-1.9	1.8	-6.2	16.2	-6.2	0.77	-36.2	-4.4	2.2
Cc1ccccc1NC(=O)CSc1nnnn1C	-9.0	1.9	-8.2	-16.8	1.4	0.39	-26.9	14.5	0.0
CCOC(=O)c1nnn(CC(=O)Nc2cc(F)ccc2F)c1C(=O)OCC	0.2	8.2	-6.2	-24.3	-7.5	-1.71	4.6	-1.1	5.5
Cc1ccnc(NS(=O)(=O)c2ccc(NC(=O)C34CC5CC(C)(CC(C)(C5)C3)C4)cc2)n1	-1.4	-5.3	3.3[fluorescence artefact?]	-17.2	4.4	-0.23	20.0	-9.4	-6.3
CC1CCCCN1C(=O)NC12CC3CC(CC(C3)C1)C2 (configuration not stated)	-2.0	4.7	-4.6	16.0	-3.6	2.01	23.7	/	-0.5
COc1cccc(OC)c1C(=O)NC(C)c1ccccc1 (configuration not stated)	2.5	7.7	-15.0	-32.7	-8.2	0.07	-14.8	-10.6	5.0
COc1ccc(C2N(C(=O)c3ccccc3)CCN2C(=O)c2ccccc2)cc1	2.6	7.1	-2.2	-22.9	-5.6	-1.08	-9.5	19.0	-12.7
COc1ccc(CNc2nc3c(c(=O)n(Cc4ccc(F)cc4)c(=O)n3C)n2C)cc1	4.2	-10.7	-41.7	11.4	8.0	-2.15	-4.0	-22.5	-12.2
CC1=NN(C(=O)c2c(Br)cnn2C)C(O)(C(F)(F)F)C1 (configuration not stated)	5.2	2.6	/	6.5	0.6	-0.08	20.1	-4.3	4.3
CS(=O)(=O)N(CCc1ccccc1)CC(=O)N1CCN(c2ccc(F)cc2)CC1	0.8	-2.8	-2.0	-12.6	2.3	1.3	7.9	-0.1	0.9
CCOC(=O)Cc1ccc(NS(=O)(=O)c2ccc(SC)cc2)cc1	-0.8	-5.5	54.0*	-22.0	4.1	-0.63	-26.7	4.4	6.2

Next section.
SMILES | FAK blocker | PTPN22 act | ERa SRC1 inh | TNFa cytotox | LYP inh 2 | PTK2B oligo ant | HUVEC tox IL1B | F-actin modifier | VCAM1 TNFa inh
CCNS(=O)(=O)c1cc(S(C)(=O)=O)ccc1Cl | -1.8 | -4.5 | -25.8 | -26.5 | 5.8 | 0.05 | 6.8 | -11.4 | -2.6
Cc1ccc(C)c(OCC(=O)NCCN(C)C)c1 | -2.3 | -6.1 | -5.6 | 2.7 | 8.0 | 0.24 | 16.5 | -15.0 | -5.5
CCn1c(SCc2nc3ccccc3[nH]2)nnc1-c1cccs1 | -4.4 | 5.1 | -0.9[fluorescence artefact?] | 0.0 | -5.5 | 0.4 | -46.2 | -71.0 | -7.6
COc1ccc(C(C(=O)NC(C)(C)C)N(C(=O)CNC(=O)c2cccs2)c2ccc(C)cc2)cc1OC (configuration not stated) | -2.5 | -2.4 | / | -14.2 | 6.3 | -0.16 | -13.7 | 1.7 | 18.5
CN(Cc1c(F)cccc1Cl)c1ccc(S(=O)(=O)N2CCOCC2)cn1 | -1.5 | -1.8 | 4.5 | -14.2 | 1.5 | -1.1 | -86.9 | 4.1 | -8.0
CCOC(=O)c1[nH]c2cc(OC)c(OC)cc2c1NC(=O)CN1CCN(C)CC1 | 5.0 | -5.5 | -39.9 | -24.4 | 3.2 | / | -28.4 | -13.9 | 11.0
N=c1sccn1CC(=O)NCCc1ccc(Cl)cc1 | -1.2 | 3.2 | 6.8 | -0.4 | -5.3 | 0.27 | -6.9 | -0.2 | -10.8
CC(=O)Nc1cc(S(=O)(=O)Nc2cccc(C)c2)c(C)cc1C | -1.8 | 10.0 | / | -13.6 | -5.0 | 0.25 | -2.3 | 10.9 | 3.4
COc1ccccc1NC(=O)CSc1nnnn1C | 2.4 | 4.7 | -5.1 | -10.0 | -8.2 | 0.11 | -23.8 | 1.3 | 14.8
O=C(NCCCN1CCC(Cc2ccccc2)CC1)C1CCN(S(=O)(=O)N2CCOCC2)CC1 | -1.8 | -4.7 | 0.1[fluorescence artefact?] | -49.7 | 3.1 | 0.57 | -94.3 | / | -2.6
Cn1ccnc1C(O)c1cc(C(C)(C)C)c(O)c(C(C)(C)C)c1 (configuration not stated) | -1.4 | -2.8 | -3.5 | -44.8 | 3.9 | -0.91 | 26.8 | -4.4 | -2.5
COc1ccc(OC)c(NC(=O)CCN2CCC(C)CC2)c1 | -10.0 | 4.4 | 28.8[fluorescence artefact?] | -6.0 | -0.5 | 3.15 | -10.7 | 2.8 | -1.5
O=C1c2ccccc2C(=O)N1OCc1cccc(Cl)c1 | 1.9 | 2.9 | 2.7 | 3.2 | -2.2 | 0.67 | -13.8 | -6.0 | 4.1
Cc1nc(NC(C)C(=O)O)c2nc(C)oc2n1 (configuration not stated) | -2.7 | -0.3 | -7.3 | -22.5 | -2.9 | 1.28 | -50.4 | / | -10.4
Cc1cc(C)c(C)c(S(=O)(=O)Nc2ccc(O)cc2)c1C | 1.4 | 5.4 | -14.5 | -27.6 | -5.3 | -1.02 | -8.5 | -10.9 | -36.8
CS(=O)(=O)Nc1nc2n(n1)C(c1ccccc1)C=C(c1ccc(Br)cc1)N2 (configuration not stated) | 4.9 | -3.1 | / | -6.1 | 8.0 | -1.5 | -11.6 | 19.3 | 8.4
O=C(CSc1nnc(-c2ccco2)n1-c1ccccc1)NCCc1ccccc1 | 0.8 | 0.5 | 5.5 | -35.7 | -2.4 | -0.18 | -12.6 | -12.3 | -12.5
O=C1CC(C(=O)O)S/C(=N\NC(=O)c2ccccc2)N1 (configuration not stated) | -2.2 | 10.3 | / | 2.4 | -4.6 | 0.86 | -23.6 | -5.1 | 6.0

Screening data deposited in PubChem BioAssay by several laboratories.
